PGC1a acetyl inh: lowers PGC1a acetylation signal in U2OS cells. AlphaScreen anti-acetyl-lysine; with virally co-expressed GCN5 acetyltransferase. inhibition, % at 15.6 µM. actives 0.17% (n = 350,000);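 active = every replicate shows inhibition of at least 40%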;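 note: 0% = neutral control wells and 100% = positive control wells; some results beyond the cut were filed as inactive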
ARNT-TACC3 inh: ARNT/TACC3 interaction disruption; Q9Y6A5; AlphaScreen His-ARNT PAS-B/GST-TACC3 binding, luminescence; TACC3 fragment carries E629A point mutation; inhibition, % at 9.99 µM; actives 0.66% (n = 390,000); AID 623870;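 active = mean inhibition of replicates at least 50% and at least half of replicates each reaching 50%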;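 note: 0% = complete ARNT plus TACC3 wells and 100% = ARNT alone without TACC3; many hits fall short of the cut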
PglD DTNB: PglD (C. jejuni) enzyme inhibition; actives 0.098% (n = 360,000); purified PglD enzyme, DTNB colorimetric CoA detection; inhibition, % at 12.5 µM; in the data active = inhibition above about 16%, passing the limit was not always enough; note: strong numbers were not always called active
Cneo AK release: Cryptococcus neoformans lysis via adenylate kinase release. C. neoformans lysis, adenylate kinase release luminescence, 4 h; normalised: neutral wells 0, clomiphene wells 100. actives 0.2% (n = 360,000). lysis activity, % at 15 µM;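 active = mean lysis activity across replicates of at least 80%, whatever share of replicates individually reach that level; inactive = mean lysis activity below 80%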
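Material – log-phase Cryptococcus neoformans yeast cells · Input – 5 × 10^6 yeast cells/mL · Medium – fresh YPD growth medium · Doses – single compound concentration per well · Timing – static 4 h at 37 °C with compound, 1 h detection · Detection – adenylate kinase release luminescence · Read-out – signal increase indicating cell lysis · Control set – Clomiphene as positive lysis control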
Statin myotox sup: suppression of simvastatin myotoxicity; C2C12 myotubes + simvastatin, ATP luminescence, 48 h; scaled: DMSO 0, geranylgeraniol control 100; rescue of ATP level, % at 7.49 µM; actives 0.78% (n = 330,000); AID 602340;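 active = mean ATP rescue above about 67%, or every replicate alone reaching that limit, limit read from the data, passing the limit was not always enough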;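 note: myotubes were challenged with 10 µM simvastatin during compound exposure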
LGR2 antag: blocks bursicon-induced cAMP signaling via Drosophila LGR2; HEK293 LGR2, CRE-luciferase, bursicon-stimulated, 4 h; inhibition, % at 9.99 µM; actives 0.35% (n = 380,000); AID 720647;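 active = drop in luminescence signal, shown as inhibition above about 50% in the replicate tests, limit read from the data, passing the limit was not always enough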;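 note: agonist challenge used bursicon conditioned medium at about half maximal strength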
INS-1E GSIS act: primary screen for activators of insulin secretion dependent on glucose, INS-1E cells, GLuc reporter luminescence | INS-1E GLuc reporter insulin secretion, 2-3 h | activation, % at 16.6 µM | actives 0.61% (n = 370,000) | AID 743287;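 active = lowest replicate activation of at least 40%, so every replicate reaches that level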;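 note: 0% = median of neutral control wells and 100% = median of IBMX positive control wells; some compounds called inactive have numbers as strong as hits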
PAX8 inh HTS: PAX8 transcriptional activity inhibition. AID 652154. actives 1.2% (n = 360,000). inhibition, % at 12.6 µM. RMG-I TPO-luciferase reporter, SteadyGlo, 24 h;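 active = mean replicate inhibition at least 60% with every replicate also reaching 60%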;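 note: luciferase light reporting Pax8 driven TPO promoter activity; plate controls were median of neutral control wells for no effect and mitoxantrone controls for full effect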
Starred values were filed as active, the others as inactive; nt = not tested or not shown; & = joins results of further samples.

SMILES	PGC1a acetyl inh	ARNT-TACC3 inh	PglD DTNB	Cneo AK release	Statin myotox sup	LGR2 antag	INS-1E GSIS act	PAX8 inh HTS
O=C(COC(=O)c1cccc([N+](=O)[O-])c1)NCc1ccc2c(c1)OCO2	-1	-6	-7	-1	1	13	6	22
O=C(Nc1nc2ccccc2s1)c1cccc(S(=O)(=O)N2CCc3ccccc32)c1	-1	3	3	-1	3	-26	-9	4
Cc1ccc(S(=O)(=O)NC(CCC(N)=O)C(=O)NCc2ccc3c(c2)OCO3)c(C)c1 (stereo not given)	2	-27	9	-3	7	12	24	-2
NC(=O)c1c(NC(=O)CSc2nnc(-c3ccccc3)n2CC2CCCO2)sc2c1CCC2 (stereo not given)	-5	1	0	4	nt	nt	-3	nt
O=C(NCCc1ccccc1)c1cccc(NC(=O)C2CC2)c1	-19	9	-104	2	-1	-36	-2	-115
Cc1ccc2c(c1)N(CC(=O)NCC(C)c1ccccc1)C(=O)c1cccnc1O2 (stereo not given)	nt	6	3	-1	13	14	-15	4
COCC(=O)N(C)C[C@@H]1Oc2ncc(-c3ccc(F)cc3)cc2C(=O)N([C@@H](C)CO)C[C@@H]1C	18	-3	-2	0	2	-11	-3	nt
C[C@H](NC(=O)c1cc2cc(Cl)ccc2n1C)C(=O)N[C@@H](Cc1ccccc1)C(=O)O	nt	-7	4	-2	-14	7	-14	6
O=C(CCN1CCCO1)N1CCCC(N2CCN(c3cccc(C(F)(F)F)c3)CC2)C1 (stereo not given)	-8	20	2	1	nt	4	8	13
CC(C)CC1NC(=O)c2cc3ccccc3cc2-n2c1nc1ccc(Cl)cc1c2=O (stereo not given)	nt	nt	-10	-1	-7	24	nt	-8
CC(C)CNS(=O)(=O)c1cc(C(=O)OCC(=O)N(C)C2CCS(=O)(=O)C2)c(Cl)cc1Cl (stereo not given)	-1	-3	2	2	15	8	-12	-9
O=C(NCc1cccs1)c1cc2ccccc2o1	-1	-25	6	-5	-1	nt	nt	-82
CCCCOC(=O)Nc1nnc(-c2ccccc2OC)s1	-3	3	1	-1	nt	nt	nt	nt
COc1ccc(N2CCN(C(=O)c3ccc4[nH]c(C)c(C)c4c3)CC2)cc1	-11	3	-1	1	7	4	-5	8
Cc1nnc(SCc2nnc(-c3cccs3)o2)n1Cc1ccccc1	-3	-2	nt	nt	nt	11	8	1
C[C@H](CO)N1C[C@H](C)[C@H](CN(C)C)OCCCC[C@H](C)Oc2ccc(NS(C)(=O)=O)cc2C1=O	-2	-8	-1	2	16	-1	20	-13
O=C(C[C@@H]1C[C@H]2c3cc(NS(=O)(=O)c4ccc(F)cc4)ccc3O[C@H]2[C@@H](CO)O1)NCc1ccc(-c2ccccc2)cc1	-8	-8	2	5	-86	16	-11	73*
c1ccc(Nc2nc(-c3ccncc3)nc3ccccc23)cc1	nt	-1	-1	-1	nt	8	10	57
O=C(N/N=C/c1cccnc1)c1cccc(Cl)c1	11	-1	-1	-1	7	-40	-2	-11
C[C@@H]1CN([C@H](C)CO)C(=O)c2cccc(NC(=O)CCCCCC(=O)Nc3ccccc3N)c2O[C@H]1CN(C)S(=O)(=O)c1cccs1	-2	nt	nt	nt	nt	-3	-6	13
CCCn1c(NC(=O)c2cccc(C)c2C)nc2ccccc21	-3	2	-1	-3	-29	nt	nt	nt
COC(=O)CSc1nnc(CNC(=O)c2cccs2)n1-c1cc(OC)ccc1OC	6	-2	nt	nt	nt	14	16	nt
NC(=O)C1CCN(CCC(=O)Nc2ccc(F)c(F)c2)CC1	-21	0	7	-1	1	10	6	-15
COc1ccc(C2=NS(=O)(=O)N(C)C(C(=O)N3CCC(C(N)=O)CC3)=C2)cc1	0	-2	2	-1	6	10	-4	12
O=C1CC(N2CCN(c3ccccc3)CC2)C(=O)N1CCc1ccccc1 (stereo not given)	-4	2	0	-1	5	nt	-2	nt
CC(=O)c1cccc(-c2ccc(CN3C(CC(C)C)C(=O)N(Cc4cn(CC5CCCCC5)nn4)CCS3(=O)=O)cc2)c1 (stereo not given)	-41	-4	6	3	11	21	-1	52
O=S(=O)(N[C@@H]1CC[C@@H](CCn2cc(-c3ccccc3F)nn2)O[C@@H]1CO)c1ccc(Cl)cc1	1	8	0	-12	-1	0	5	10
CC(C)NC(=O)Nc1ccc2c(c1)C(=O)N([C@H](C)CO)C[C@H](C)[C@@H](CN(C)Cc1ccc3c(c1)OCO3)OCCCC[C@@H](C)O2	14&1	6	-1&-2	0&2	14	13&-12	3&25	5&4
COc1ccc(Nc2nnc(SCC(=O)NC3CC3)s2)cc1	-2	-10	-4	-5	4	-6	13	-15
Cc1cccc(-n2c(Cc3cc(=O)[nH]c(=O)[nH]3)nnc2SCC(=O)N2CCc3ccccc32)c1	5	3	-7	-1	2	-3	10	nt
CCOc1ccccc1OCCCC(=O)Nc1nc2ccccc2[nH]1	-2	0	nt	nt	nt	-1	11	-16
CC(C)(C)NC1=CC(=O)OC12CCCCC2	-2	-7	-3	-1	-3	nt	nt	7
Cc1ccc(S(=O)(=O)N[C@@H]2C=C[C@@H](CC(=O)N3CCN(c4ccccc4)CC3)O[C@@H]2CO)cc1	0	nt	-2	2	3	4	-13	7
CCOc1ncccc1C(=O)N1CCN(c2cc(Cl)ccc2C)CC1	1	-32	nt	nt	nt	4	-3	41
CNc1nc(-c2ccccn2)nnc1-c1ccccc1	16	64*	2	3	nt	nt	nt	nt
COc1ccc(CNC(=O)Cn2cccc2C(=O)c2ccccc2C)cc1	-13	nt	4	1	3	-44	7	-130

Overlap with the part before: 5 entries, followed by the next part.
SMILES	PGC1a acetyl inh	ARNT-TACC3 inh	PglD DTNB	Cneo AK release	Statin myotox sup	LGR2 antag	INS-1E GSIS act	PAX8 inh HTS
CC(C)(C)NC1=CC(=O)OC12CCCCC2	-2	-7	-3	-1	-3	nt	nt	7
Cc1ccc(S(=O)(=O)N[C@@H]2C=C[C@@H](CC(=O)N3CCN(c4ccccc4)CC3)O[C@@H]2CO)cc1	0	nt	-2	2	3	4	-13	7
CCOc1ncccc1C(=O)N1CCN(c2cc(Cl)ccc2C)CC1	1	-32	nt	nt	nt	4	-3	41
CNc1nc(-c2ccccn2)nnc1-c1ccccc1	16	64*	2	3	nt	nt	nt	nt
COc1ccc(CNC(=O)Cn2cccc2C(=O)c2ccccc2C)cc1	-13	nt	4	1	3	-44	7	-130
CC(=O)SCC(C)C(=O)NCc1ccccc1 (stereo not given)	-2	-9	3	1	14	nt	nt	nt
COc1ccccc1OCC(=O)N/N=C1/C=C(C)CC1	nt	-5	nt	nt	nt	-2	22	-17
Cn1cnnc1SC1c2cccc3cccc(c23)C1NS(=O)(=O)c1ccccc1 (stereo not given)	-2	0	5	5	nt	8	-2	19
O=C(NCc1ccccc1Cl)C1CCC(=O)N(C2CC2)C1 (stereo not given)	2	-2	1	-1	6	2	15	-22
CCOC(=O)c1c(/N=C/C2C(=O)CC(C)(C)CC2=O)sc(C)c1C	-1	-1	-5	-2	nt	-3	12	4
COc1cccc(C#Cc2ccc3c(c2)[C@@H]2[C@@H](CCN2C(=O)c2ccccc2F)[C@@H](CO)N3)c1	4	-16	1	-11	31	6	14	-15
CCc1ccc(Nc2n[n+](-c3ccccc3)c(-c3ccc(OC)c(Br)c3)s2)cc1	-3	-3	6	1	6	-85	7	27
N#Cc1ccc(-c2csc(NC(=O)C3CC3)n2)cc1	-9	nt	0	0	11	-39	1	-68
C[C@@H]1CN([C@H](C)CO)C(=O)c2cc(NC(=O)C3CCCCC3)ccc2O[C@@H]1CN(C)C(=O)Nc1ccccc1	2	-1	6	1	-61	4	1	-5
C[C@@H]1CN([C@H](C)CO)C(=O)c2cc(-c3ccccc3)cnc2O[C@@H]1CN(C)C(=O)c1ccccn1	6	-6	2	1	9	0	10	nt
CCOc1ccc2nc(NC(=O)CSCC(=O)Nc3cc(C)on3)sc2c1	nt	4	0	0	5	-16	24	-35
O=C(CSc1ccccn1)NCc1ccc2c(c1)OCO2	9	-9	nt	nt	nt	-6	-10	-58
COc1ccc(NC(=O)c2ccccc2C)cc1	-5	-5	-11	-4	-5	-19	5	-93
O=C(Nc1cccc(F)c1)c1sc(Cl)nc1-c1ccccc1	-4	-6	-4	0	-4	3	6	11
C[C@@H]1NC(=O)[C@H](CCCN=C(N)N)NC(=O)c2cc([N+](=O)[O-])cc(I)c2NCCC[C@@H](C(N)=O)NC1=O	-10	8	1	1	-2	-12	12	-29
CCNc1nc(NC(C)C)nc(Oc2ccc(OCCOc3ccc(C)cc3)nn2)n1	-11	10	3	-2	8	4	-23	nt
Cc1ccc(C(OC(=O)c2ccco2)C(=O)NC2CCCC2)cc1 (stereo not given)	nt	-6	4	-1	10	-3	-1	-12
Cc1c(C(=O)O)oc2c1C(O)CC(C)(C)C2 (stereo not given)	2	-3	-4&-2	-2&-1	2	-4	3	nt
CCC(=O)N1CC[C@H]2[C@@H]1c1cc(-c3ccccc3F)ccc1N(C)[C@H]2CO	-3	-5	1	0	9	-14	-2	2
COc1ccc(S(=O)(=O)N(C)C[C@H]2OCCCC[C@H](C)Oc3ccc(NC(=O)CCCN(C)C)cc3C(=O)N([C@H](C)CO)C[C@H]2C)cc1	7	-10	1	49	nt	10	13	1
O=C(C1=C(O)C(=O)N(CCN2CCOCC2)C1c1ccc([N+](=O)[O-])cc1)c1cccs1 (stereo not given)	16	-4	-7	5	-1	nt	nt	nt
O=C(Cc1ccc([N+](=O)[O-])cc1)Nc1cccc(C(=O)N2CCCC2)c1	nt	1	1	-3	5	-2	3	1
CCNC(=O)C[C@@H]1CC[C@@H]2[C@@H](COc3ccc(NC(=O)c4ccccc4Cl)cc3C(=O)N2C)O1	-2	18	-1	0	-7	nt	nt	-32
COc1cccc(C#Cc2ccc([C@@H]3[C@@H](CO)N(C(=O)C4CCCCC4)[C@H]3C#N)cc2)c1	-22	14	-1	-2	-36	17	-4	70*
CN(C)c1ccc(C(CNC(=O)COc2ccc(Cl)cc2)N2CCCC2)cc1 (stereo not given)	nt	13	5	2	-5	1	-1	8
N#CCCN(C(=O)CSc1nc(-c2ccccc2)cn1N)c1ccc(F)cc1	-4	3	-1	-2	12	nt	nt	nt
O=C(CSc1nnc(COc2ccccc2F)n1-c1ccccc1)NC1CCS(=O)(=O)C1 (stereo not given)	nt	-1	nt	nt	nt	-10	0	6
CN(Cc1ccc(Br)cc1)C(=O)CCN1C(=O)c2cccc([N+](=O)[O-])c2C1=O	nt	-4	-5	0	-4	-2	10	16
CC(=O)N(C)C[C@H]1Oc2cc(C#CCC3CCCC3)ccc2S(=O)(=O)N([C@@H](C)CO)C[C@@H]1C	-3	-1	-1	-2	-11	-9	-10	nt
CCNC(=O)N(C)c1c(CC)nc2ccc(C(=O)N3CCN(S(=O)(=O)CC)CC3)cn12	-1	nt	3	0	0	1	-8	-5
CCOC(=O)C1CCCN(C(=O)c2ccc(S(=O)(=O)Nc3ccccc3OC)cc2)C1 (stereo not given)	1	-26	-2	1	-9	18	-13	0
Cc1ccnc(NS(=O)(=O)c2ccc(NC(=O)c3oc4ccc(F)cc4c3C)cc2)n1	-7	-4	3	0	8	-11	18	-6
CCOC(=O)c1cccc(NC(=O)c2ccc(NC(=O)C3CCCO3)cc2)c1 (stereo not given)	-6	-3	4	3	0	-13	-3	-28

Compound activity as filed in PubChem BioAssay.
